Assay outcomes: PubChem, several laboratories
TDP2 inh: blocks human TDP2 phosphodiesterase activity; inhibition, % at 12.8 µM; 0.34% of 370,000 active; recombinant TDP2, T5PNP hydrolysis, p-nitrophenol absorbance 415 nm;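 active = inhibition above the mean of all tested compounds plus 3 SD, set per campaign, cut at about 25% in these data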;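 also: 0% = DMSO with enzyme and 100% = buffer with substrate but no TDP2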
Target sequence (O95551 whole entry, looked up): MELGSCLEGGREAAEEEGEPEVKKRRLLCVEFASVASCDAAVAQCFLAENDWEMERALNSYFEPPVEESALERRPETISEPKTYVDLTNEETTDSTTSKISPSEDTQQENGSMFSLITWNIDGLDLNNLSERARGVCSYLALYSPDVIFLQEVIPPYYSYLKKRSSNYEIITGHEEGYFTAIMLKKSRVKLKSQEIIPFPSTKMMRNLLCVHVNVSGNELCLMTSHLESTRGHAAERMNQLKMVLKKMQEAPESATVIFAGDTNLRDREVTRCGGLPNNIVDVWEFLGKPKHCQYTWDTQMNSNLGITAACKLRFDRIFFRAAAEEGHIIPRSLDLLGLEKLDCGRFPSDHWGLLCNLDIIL
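Incubation: 2 h at 37 °C; Test system: recombinant human TDP2; Quantity: enzyme 120 nM; Read-out basis: percent inhibition; Medium: 50 mM Tris-HCl pH 7.5 with Mg2+, KCl, DTT, BSA; Repeats: single replicate; Compound: 12.8 µM single point, 1% DMSO; Signal: epi absorbance; Reagent: 5 mM T5PNP chromogenic substrate; Benchmarks: no-enzyme high, DMSO-plus-enzyme low.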
HTRA1 inhibitor: blocks human HTRA1 serine peptidase. recombinant HTRA1, FP-rhodamine activity-based probe, fluorescence polarization. 0.5% of 340,000 active. AID 504803. Q92743. inhibition, % at 5.96 µM; in the data active = inhibition above about 36%;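 also: 0% = enzyme with DMSO and 100% = wells lacking enzyme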
mABHD4 FP: inhibitors of mouse ABHD4. Q8VD66. purified mABHD4, FP-Rh probe fluorescence polarization. inhibition, % at 8.92 µM. 0.54% of 370,000 active;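 active = inhibition exceeding the mean over every tested compound plus 3 SD, cut at about 30% in these data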;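 also: 0% = plate median of compound wells and 100% = S159A mutant with DMSO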
Target sequence (Q8VD66 whole entry, looked up): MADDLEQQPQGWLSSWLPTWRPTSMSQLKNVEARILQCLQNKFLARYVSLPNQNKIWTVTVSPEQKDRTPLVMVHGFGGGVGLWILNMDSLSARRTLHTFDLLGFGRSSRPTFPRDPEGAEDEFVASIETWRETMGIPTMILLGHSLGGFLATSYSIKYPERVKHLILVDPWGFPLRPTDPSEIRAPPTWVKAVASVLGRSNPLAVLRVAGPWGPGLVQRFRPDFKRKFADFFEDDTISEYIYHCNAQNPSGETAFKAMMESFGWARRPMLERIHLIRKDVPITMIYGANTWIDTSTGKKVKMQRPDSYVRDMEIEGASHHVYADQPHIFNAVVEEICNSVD
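assay system = mABHD4 protein | compound dosing = single nominal dose of 8.92 µM, 0.89% DMSO final | read-out basis = percent inhibition of probe binding, normalized to plate controls | schedule = Enzyme–compound pre-incubation 45 min, then probe 60 min, both 25 °C | detection = fluorescence polarization, excitation 525 nm, emission 598 nm, BODIPY TMR filters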
PRMT1 FP inh: PRMT1 (human) inhibition, primary screen; recombinant PRMT1, activity-based probe fluorescence polarization; inhibition, % at 2.79 µM; 1.3% of 370,000 active; Q99873;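 active = inhibition above about 21% made by adding two undisclosed values, limit read from the data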
rCAG binder: binds r(CAG) RNA repeats. r(CAG) RNA repeat, TO-PRO-1 dye displacement fluorescence. inhibition, % at 3 µM. 1.3% of 370,000 active. AID 651821;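 active = inhibition above the plate cutoff, the mean of all test compounds on that plate plus 3 SD, cut at about 35% in these data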;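 also: 0% = DMSO alone and 100% = 100 µM mitoxantrone as full dye displacement; higher means more dye released from RNA so lower well fluorescence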
TCR CD3 inh: human TCR-CD3 binding inhibition; TAMRA-labeled TCR probe fluorescence, biochemical; inhibition, % at 9.4 µM; 0.37% of 360,000 active; AID 651800; in the data active = inhibition above about 19%;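 also: recombinant mutant TCR 2C K166C tagged with TAMRA read by polarization; 0% = receptor in buffer alone and 100% = receptor with positive control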
PG9 binder: PG9 antibody binding by small molecule. TR-FRET gp120-PG9 antibody binding. inhibition, % at 6.7 µM. 0.43% of 360,000 active. AID 624416; in the data active = inhibition above about 8.5%
SIAE inh: blocks human sialic acid acetylesterase; 0.69% of 370,000 active; Q9HAT2; inhibition, % at 9.66 µM; SIAE FP-Rh probe binding, fluorescence polarization;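 active = inhibition above a cutoff: mean of compounds within the control limits plus 3 SD of those, cut at about 17% in these data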;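 also: 0% = plate median of compound wells and 100% = probe without SIAE protein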
NR1D1 modulator: modulates human Rev-erb alpha binding to DNA; P20393; Rev-erbα–FITC-DNA binding, fluorescence polarization, 90 min; activity, % at 10 µM; 0.79% of 370,000 active;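 active = activity above about 14%, limit read from the data; passing the limit was not always enough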;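 also: 0% = DMSO wells with 35 nM protein and 100% = DMSO wells with 750 nM protein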
LEDGF integ inh: blocks HIV-1 LEDGF/p75-dependent DNA integration | 0.64% of 370,000 active | inhibition, % at 3.7 µM | TR-FRET IN-LEDGF/p75 DNA integration, Eu/Cy5;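 active = inhibition above the screen-wide mean plus 3 SD, cut at about 13% in these data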;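 also: signal is the Cy5 over europium emission ratio at 671 and 618 nm; 0% = plate median of compound wells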
An asterisk follows results filed as active; x = not tested or not shown.

Order of results – mABHD4 FP	rCAG binder	NR1D1 modulator	LEDGF integ inh	HTRA1 inhibitor	TDP2 inh	PG9 binder	SIAE inh	PRMT1 FP inh	TCR CD3 inh
O=C(NNC(=O)C1CCN(c2ncccn2)CC1)c1ccncc1
  1	2	3	-7	0	10	0.7	8	3	1
C(=Cc1cccnc1)c1ccncc1
  3	2	7	0	5	5	-4.4	1	0	2
Cc1ccc(S(=O)(=O)NCCC(=O)Nc2ccc3c(c2)OCO3)cc1
  1	3	2	-1	0	5	0.6	-1	0	-3
COc1ccc(-c2noc(COC(=O)c3ccco3)n2)cc1OC
  4	2	6	1	1	-1	-0.9	3	-3	-2
CCc1nnc(NC(=O)C(c2ccccc2)c2ccccc2)s1
  -5	0	1	-2	-5	-8	-1.2	4	5	-3
Cc1cccc(C(=O)NC2CCN(CC(=O)Nc3ccc4c(c3)OCO4)CC2)c1
  0	-4	2	0	11	5	-1.8	-3	0	2
COC(=O)c1ccccc1C(=O)c1c(C)cc(C)cc1C
  -7	1	-5	-1	x	9	0.2	2	-1	1
CCc1nn2c(N3CCOCC3)cc(C)nc2c1-c1ccc(F)cc1
  8	0	6	2	7	0	1.6	-3	0	1
Cc1ccc(S(=O)(=O)NCc2ccccc2)cc1C(=O)NCC(C)(C)N1CCOCC1
  4	-5	-1	0	0	20	0.7	0	1	4
CC(O)CNCCOc1ccccc1OCc1ccccc1 (stereo not given)
  19	-1	4	4	-1	12	-1.2	0	-1	2
S=C(NCCc1ccccn1)Nc1ccc(Cl)cc1Cl
  -2	-4	-4	4	-8	-6	-2.2	3	0	3
O=C(Cc1ccc(F)cc1)Nc1c(C(=O)N2CCN(c3ncccn3)CC2)oc2ccccc12
  -9	-3	3	5	-4	-4	-1.2	-5	-1	0
COc1ccc(OC)c(N/C=C2/CCCCC2=O)c1
  23	4	-1	-1	14	0	-1.8	14	1	10
C[C@H](CO)N1C[C@H](C)[C@@H](CN(C)Cc2ccncc2)OCc2cnnn2CCCC1=O
  -1	1	-5	-5	0	-10	0.8	-3	-4	6
Cc1occc1C(=O)NNC(=O)c1ccc(F)cc1
  2	1	-6	1	0	-8	0.7	-1	0	-3
CC(=O)NCc1ccc(S(=O)(=O)N2CCN(c3ccccn3)CC2)cc1
  0	0	4	4	1	-12	-1.4	-3	-4	3
COC(=O)C(C)Sc1nnc(SC(C)C(=O)OC)s1 (stereo not given)
  8	-1	3	-1	0	10	-0.1	15	2	0
Fc1cccc(CSc2nnc3c(n2)[nH]c2ccccc23)c1
  2	3	-1	2	2	11	-0.3	-7	2	-2
COC(=O)C(Cc1cnc[nH]1)NC(=O)C1CCC(=O)N1 (stereo not given)
  4	-1	1	5	11	-9	-2.7	-3	1	6
CS(=O)(=O)N(CC(=O)N1CCOCC1)c1cccc([N+](=O)[O-])c1
  -2	-1	-5	-5	-3	7	-2.2	0	-2	0
COc1cccc2oc3cc(C#CC4(O)CCCCC4)ccc3c(=O)c12
  -36	0	-5	-1	-85	-7	-1.5	-13	-2	7
O=C(c1ccc(-c2nc3ccccc3s2)o1)N1CCN(c2ccccc2O)CC1
  -12	4	-7	1	-25	-2	-0.2	7	5	-3
O=[N+]([O-])c1ccc(NN=Cc2cccc3ccccc23)nc1
  2	6	-3	-2	-2	-1	-2.5	1	-3	5
CCOC(=O)c1c(-c2ccc(C)cc2)csc1NC(=S)NC(=O)c1ccccc1
  -1	1	1	2	10	-14	-3.7	-26	1	-2
COc1cc(OC)c2c(C)cc(=O)oc2c1
  5	0	-1	-2	-6	0	-0.3	-1	0	-4
COc1cccc(C(=O)O/N=C(\C)c2cnccn2)c1
  -3	-4	-1	8	-1	-8	0.4	1	-2	4
CC(=O)Nc1cccc(NC(=O)CSc2nn3c(=O)c(C)nnc3s2)c1
  6	4	-1	2	2	6	0.1	-2	-2	5
O=Cc1cc(Br)c(OC(=O)N2CCOCC2)c(Br)c1
  4	-5	-3	5	1	-6	-1.0	3	-2	5
O=C1C(=O)N(CCN2CCOCC2)C(c2cccc(Cl)c2)/C1=C(/O)c1ccc2c(c1)OCO2 (stereo not given)
  5	8	4	1	4	2	31*	-4	1	0
O=C1CC(c2ccc(S(=O)(=O)NCCOc3ccccc3)cc2)CN1 (stereo not given)
  -5	-2	-5	2	2	5	3.6	2	-5	2

New compounds follow:
Order of results – mABHD4 FP	rCAG binder	NR1D1 modulator	LEDGF integ inh	HTRA1 inhibitor	TDP2 inh	PG9 binder	SIAE inh	PRMT1 FP inh	TCR CD3 inh
O=C(Nc1ccc(F)cc1)C(c1ccncc1)N1CCN(C(=O)c2ccco2)CC1 (stereo not given)
  -2	3	-5	3	x	7	2.1	0	-2	2
CCn1c(CN2CCOCC2)nnc1SCC(=O)Nc1cccc(C)c1
  2	-4	-2	2	-5	10	-1.2	8	1	1
COc1ccc(NC(=O)c2ccco2)c(OC)c1
  6	0	0	4	3	-4	-1.4	5	3	-2
O=C(c1cc2c([nH]c1=O)CCCC2)N1CCc2c([nH]c3ccccc23)C1c1ccccc1F (stereo not given)
  -5	0	0	0	-19	5	-0.4	6	-1	5
CCn1c2ccccc2c2cc(CN3CCN(C(=O)c4ccco4)CC3)ccc21
  4	4	-2	-6	-18	4	-1.3	0	4	-3
COCCCNC(=O)CN(Cc1ccc(Cl)cc1)S(C)(=O)=O
  -12	-6	-3	0	4	-15	0.6	2	6	-13
CCNC(=S)Nc1cccc(Cl)c1C
  2	0	-3	2	5	6	-0.3	4	0	-2
O=C(c1cc(-c2ccccc2)nc2ccccc12)N1CCc2ccccc2C1
  -4	-2	0	0	-30	-20	-2.3	-6	-1	1
Fc1c(F)c(C(F)(F)F)c(F)c(F)c1N1CCN(c2ccc3nnc(C(F)(F)F)n3n2)CC1
  -2	0	29*	0	-1	13	0.0	1	-3	1
CCOc1ccc(-c2noc(CCC(=O)NCC3CCCO3)n2)cc1OC (stereo not given)
  3	-5	2	-2	3	-6	-2.5	-2	1	-1
COCc1cc(=O)n2[nH]c(C(C)(C)C)cc2n1
  5	-2	2	-4	10	1	2.9	-1	3	0
Cc1ccc(C(=O)O)cc1NC(=S)NC(=O)c1ccc([N+](=O)[O-])cc1Cl
  -7	9	5	3	0	-12	-0.8	3	2	-6
N/C(COc1ncn(-c2ccccc2)n1)=N\S(=O)(=O)c1ccccc1
  4	-1	6	-4	-2	-2	-0.4	1	-1	3
C=CCn1c2ccccc2c2nnc(SCCN3CCOCC3)nc21
  -2	-2	-5	6	8	8	-1.2	5	2	0
N#Cc1ccccc1NC(=O)CC1c2ccccc2Oc2ccccc21
  0	-2	5	-1	-1	11	1.3	1	-3	5
CCOC(=O)C1=C(Cn2cnc3ccccc32)NC(=O)NC1c1ccc(Cl)cc1 (stereo not given)
  1	-3	0	0	-4	-9	-0.8	2	-4	0
COc1cccc(/C=C2\SC(=S)N(NS(=O)(=O)c3ccccc3)C2=O)c1OC
  0	74*	0	-1	-12	9	-0.2	-6	3	-1
Cc1cc(S(=O)(=O)N2CCC(NC(=O)C34CC5CC(CC(C5)C3)C4)CC2)ccc1-n1cnnn1
  0	-2	-5	-2	2	2	1.0	-8	2	-1
CC(=O)Nc1ccc(S(=O)(=O)N(C)CC(=O)OCC(=O)N2CCCCC2)cc1
  1	1	-5	1	3	8	-1.9	-4	-1	6
CCOc1ccccc1CN1CCN(C2CCC2)CC1CCO (stereo not given)
  3	-5	1	1	8	1	1.0	6	0	5
COc1ccc(NC(=O)c2ccc3c(=O)n(CC4CCCO4)c(=S)[nH]c3c2)c(OC)c1 (stereo not given)
  0	1	3	3	1	4	-2.9	7	-4	-2
CN(Cc1ccco1)C(=O)c1ccc(N2CCCC2=O)cc1
  -2	-4	0	0	-2	3	0.7	4	-1	2
Clc1cccc(Cl)c1C[n+]1ccc2ccccc2c1
  -9	-7	-7	5	-1	-7	-1.6	-1	-3	-3
COc1ccc(CNC(=O)CCSc2ccc(F)cc2)cc1OC
  2	-4	3	2	4	5	-0.8	5	-5	6
CC1Oc2ccccc2C(=O)N(CC(=O)c2ccc3c(c2)OCCO3)C1=O (stereo not given)
  -2	-4	4	1	-5	-2	-0.2	-6	1	3
CC1(C)C(=O)OC(c2ccc([N+](=O)[O-])cc2)C(C)(C)C1=O (stereo not given)
  1	-1	5	0	3	-1	1.0	1	-1	-2
CCN(CC)C(=O)CCc1nnc(Cc2cccc(C(F)(F)F)c2)o1
  1	-5	1	1	0	-13	0.6	-1	-2	5
Clc1ccc(-c2nnc3sc(Cc4cccs4)nn23)cc1
  -5	8	-3	1	-21	-5	0.4	-4	-1	2
CCCN1CCN(CCCNC(=O)C(CC)n2nc(C)n3c(cc4occc43)c2=O)CC1 (stereo not given)
  -8	-6	4	-7	-2	-5	-1.9	6	4	-1
CCCCOc1ccc(C(=O)N2CCN(CC(=O)Nc3ccc(C)cc3)CC2)cc1OC
  -2	-4	-5	4	0	-6	1.1	0	0	2

Further results follow.
Order of results – mABHD4 FP	rCAG binder	NR1D1 modulator	LEDGF integ inh	HTRA1 inhibitor	TDP2 inh	PG9 binder	SIAE inh	PRMT1 FP inh	TCR CD3 inh
C/C(=N\N=C(N)N)c1cccc(Cl)c1
  1	1	1	7	-1	-13	-3.2	5	-9	1
Cc1ccccc1CS(=O)(=O)Cc1ccc(C(=O)NC2CCCCC2)o1
  1	-3	1	3	0	12	0.5	3	-2	7
Nc1cccc(-c2cn(-c3cc4cc(C#CC5(O)CCCCC5)ccc4oc3=O)nn2)c1
  7	6	-4	0	-16	-12	-0.6	-1	-1	-1
CCc1ccc(CNC(=O)C2Cc3cc(S(=O)(=O)N4CCCC4)ccc3N2C(C)=O)cc1 (stereo not given)
  -6	3	4	-2	0	-4	-0.4	-3	1	5
CC(OC(=O)CNC(=O)c1ccc2c(c1)OCO2)C(=O)NCCC1=CCCCC1 (stereo not given)
  1	-1	0	-4	8	-2	1.0	-1	3	-3
CCCCNC(=O)Cn1c(=O)c2c(ncn2CCC(C)C)n(Cc2ccccc2)c1=O
  -4	0	4	4	4	7	-0.2	-16	1	9
COc1ccc(-c2[nH]c(-c3ccc(F)cc3)nc2SCC(=O)NC2CCCC2)cc1
  11	3	5	0	-9	-5	-2.2	3	5	-8

Only part of the results is shown. The share of hits here may be higher or lower than overall.
